Source: PubChem BioAssay (Vanderbilt High Throughput Screening Facility)
AMPAR-TARP mod – modulators of GluA2-stargazin AMPA receptor complexes, primary screen, cell-based, membrane potential dye | HEK293 GluA2+stargazin, membrane potential dye (FDSS), glutamate EC50; hits were called plate by plate, in both directions | calls only at 30 µM | 40,000 compounds, 3.5% hits | AID 1259245, 2017;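 active = any of four per-well response measures lying three or more SD from its plate-wide compound average, in either direction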
Target sequence (O88602 whole entry, looked up): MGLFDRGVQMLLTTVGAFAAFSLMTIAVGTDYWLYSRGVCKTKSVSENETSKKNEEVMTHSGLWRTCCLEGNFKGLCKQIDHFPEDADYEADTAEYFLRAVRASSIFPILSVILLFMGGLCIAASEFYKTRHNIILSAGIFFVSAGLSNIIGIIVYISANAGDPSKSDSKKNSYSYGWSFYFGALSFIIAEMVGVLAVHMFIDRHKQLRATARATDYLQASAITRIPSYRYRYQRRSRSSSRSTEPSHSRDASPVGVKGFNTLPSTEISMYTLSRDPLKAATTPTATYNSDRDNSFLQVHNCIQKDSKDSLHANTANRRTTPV
Target sequence (P19491 whole entry, looked up): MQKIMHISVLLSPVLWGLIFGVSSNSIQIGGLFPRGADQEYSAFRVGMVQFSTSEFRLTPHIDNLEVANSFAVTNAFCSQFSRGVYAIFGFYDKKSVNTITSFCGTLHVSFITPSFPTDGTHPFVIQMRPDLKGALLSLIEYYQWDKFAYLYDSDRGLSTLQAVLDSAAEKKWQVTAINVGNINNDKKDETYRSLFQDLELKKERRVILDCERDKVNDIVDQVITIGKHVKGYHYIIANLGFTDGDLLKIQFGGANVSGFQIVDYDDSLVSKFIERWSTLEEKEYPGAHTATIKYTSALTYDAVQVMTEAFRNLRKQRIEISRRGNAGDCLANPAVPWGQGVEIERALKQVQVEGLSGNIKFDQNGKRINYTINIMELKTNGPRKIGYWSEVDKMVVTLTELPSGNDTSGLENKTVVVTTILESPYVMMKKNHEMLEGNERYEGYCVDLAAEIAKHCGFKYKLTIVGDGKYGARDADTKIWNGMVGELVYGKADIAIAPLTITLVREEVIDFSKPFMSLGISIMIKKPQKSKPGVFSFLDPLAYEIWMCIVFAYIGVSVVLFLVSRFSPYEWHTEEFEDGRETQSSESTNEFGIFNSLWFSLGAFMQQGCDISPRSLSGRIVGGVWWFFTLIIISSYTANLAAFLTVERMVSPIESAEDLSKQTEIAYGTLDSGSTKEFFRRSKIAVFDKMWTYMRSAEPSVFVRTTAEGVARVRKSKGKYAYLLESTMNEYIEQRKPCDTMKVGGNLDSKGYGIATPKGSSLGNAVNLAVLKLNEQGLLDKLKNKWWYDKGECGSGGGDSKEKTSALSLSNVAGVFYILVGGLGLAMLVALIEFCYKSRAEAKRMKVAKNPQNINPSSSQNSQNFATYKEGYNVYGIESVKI
AMPAR-TARP mod agonism max-min – further read-out of AMPAR-TARP mod, marked with its call; compound max-min signal; compound-alone response (agonism);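 unitless range of fluorescence divided by baseline over first 100 seconds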
AMPAR-TARP mod glutamate slope – also measured in AMPAR-TARP mod; calls as there; glutamate slope, % of max; measured here: glutamate response slope, % max;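 scaled per plate between vehicle wells and maximal 1 mM glutamate control wells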
An asterisk follows results filed as active; i = inactive; + = active, no number; & = joins results of further samples.

SMILES	AMPAR-TARP mod	AMPAR-TARP mod agonism max-min	AMPAR-TARP mod glutamate slope
O=C(NCCS(=O)(=O)N1CCN(c2ncccn2)CC1)NCc1cccs1	i	0.12	64
CCOC(=O)c1c(NC(=O)c2ccc3ncsc3c2)sc(C)c1C	i	0.12	67
CN(CCCC(=O)NCc1cccnc1)S(=O)(=O)c1ccc2c(c1)C(=O)c1ccccc1C2=O	i	0.16	62
Cc1ccc(C(=O)N2CCC3(CC2)CC(=O)c2ccccc2O3)cc1C	i	0.048	48
O=S(=O)(Cc1cccc(F)c1)N1CCN(CC(F)(F)F)CC1	i	0.064	60
O=C(NCCn1ncc2c(N3CCCCCC3)ncnc21)c1cc(-c2ccccc2)on1	i	0.038	74
COc1nn(C)cc1C(=O)N1CCC(c2nnc(-c3ccc(F)cc3)o2)CC1	i	0.057	56
O=C(NCCCn1nc(-c2ccc(F)cc2)ccc1=O)c1cccc(-n2cnnn2)c1	i	0.1	56
CCNC(=O)CSc1nc(-c2ccccc2)c(NC(=O)c2cc3ccccc3o2)s1	i	0.057	66
COc1ccc(C)cc1S(=O)(=O)Nc1ccc2c(c1)N(S(=O)(=O)c1ccccc1)CCC2	i	0.095	65
Cc1cc(=O)[nH]c(-n2nc(C)c(CCC(=O)NCC(C)C)c2C)n1	i	0.13	47
COc1cccc(NC(=O)Cn2cc(OC)c(=O)cc2CSc2nc(C)cc(C)n2)c1	i	0.062	64
CCCOc1cn(-c2ccc(F)cc2)nc1C(=O)Nc1ccc(S(N)(=O)=O)cc1	i	0.078	39
COc1ccc2nc(N3CC(C(=O)NCCc4c[nH]c5ccccc45)C3)sc2c1	i	0.12	52
COc1ccc(CNC(=O)CCc2ccc(C)o2)cc1	i	0.07	52
COc1ccc(S(=O)(=O)Nc2cccc(C(=O)Nc3sc4c(c3C(N)=O)CCCC4)c2)cc1	i	0.092	51
CS(=O)(=O)N1CCC(CNC(=O)Cc2ccc(Cl)cc2)CC1	i	0.057	37
CCOC(=O)c1cc([N+](=O)[O-])sc1NC(=O)CCCS(=O)(=O)c1ccc(F)cc1	i	0.13	52
COC(=O)c1sccc1NC(=O)Cn1c(C)cc(C)c(-c2nc(-c3ccc(C)cc3)no2)c1=O	i	0.064	62
CS(=O)(=O)N1CCC(C(=O)N2CC3CC2C(=O)O3)CC1 (stereo not drawn)	i	0.16	49
C=CCn1c(SCC(N)=O)nc2scc(-c3ccc(OC)cc3)c2c1=O	i	0.12	66
O=C(c1cccc2ccccc12)N1CCN(c2ncnc3c2nnn3-c2ccccc2)CC1	i	0.026	44
COc1ccccc1C1=NN(C(=O)c2cccs2)C(c2ccc3nccnc3c2)C1 (stereo not drawn)	i	0.12	44
Cc1nc2c(C)cccn2c(=O)c1NC(=O)Nc1cc(Cl)cc(Cl)c1	i	0.099	61
COc1ccc(CC(=O)NCC2(c3ccc(F)cc3)CC2)cc1	i	0.046	49

(further entries)
SMILES	AMPAR-TARP mod	AMPAR-TARP mod agonism max-min	AMPAR-TARP mod glutamate slope
CCc1ccc(Oc2cc(N3CCC(C(=O)NCC(C)c4ccccc4)CC3)ncn2)cc1 (stereo not drawn)	i	0.11	58
COc1ccc(-c2csc(NC(=O)Cc3ccc(S(C)(=O)=O)cc3)n2)c(OC)c1	i	0.13	49
C=C(C)Cn1c(=O)c2c(nc3n(-c4ccc(OC)cc4OC)c(C)c(C)n23)n(C)c1=O	i	0.037	40
Cc1ccc(-c2nnc(NC(=O)c3ccc(C#N)cc3)o2)cc1C	i	0.095	45
Cc1ccc(NC(=O)NCCOc2ccc3nnc(-c4ccccc4)n3n2)cc1C	i	0.084	53
O=S(=O)(NCc1ccco1)N1CCOCC1	i	0.085	64
CC(=O)Nc1ccc(C(=O)NCCNC(=O)c2cc3ccccc3oc2=O)cc1	i	0.041	36
Cc1nn(C2CCS(=O)(=O)C2)c2nc(-c3ccco3)cc(C(=O)Nc3ccc(F)c(F)c3)c12 (stereo not drawn)	i	0.13	41
Cc1ccc(-n2nc3c(c2-n2cccc2)CN(C(=O)c2cnccn2)C3)cc1C	i	0.066	61
COc1cccc(C(CNC(=O)NC2CCCCC2)N2CCOCC2)c1 (stereo not drawn)	i	0.036	63
CC(NC(=O)Cc1csc(Nc2ccc(S(C)(=O)=O)cc2)n1)c1ccccc1 (stereo not drawn)	i	0.095	69
COc1ccc(-n2c(C)c(C)n3c4c(=O)n(Cc5ccccc5)c(=O)n(C)c4nc23)cc1	i	0.11	67
Cc1nc(-n2cccc2)sc1C(=O)N1CCC(C(N)=O)(N2CCCCC2)CC1	i	0.098	54
C=CCn1c(SCC(=O)N2c3ccccc3CC2C)nc2sc(C)c(C)c2c1=O (stereo not drawn)	i	0.07	70
O=C(Cc1cc(-c2ccc3c(c2)OCCO3)on1)N1CCCC1	i	0.045	41
Cn1nc2c(c1NC(=O)CCCS(=O)(=O)c1ccc(F)cc1)CCC2	i	0.075	54
O=C(CCS(=O)(=O)c1ccccc1)Nc1nnc(-c2cccnc2)o1	i	0.12	94
COc1ccc(CC(=O)Nc2nc(-c3cccs3)cs2)cc1	i	0.11	55
Cc1ccc(NC(=O)C2CCN(c3ccc(-c4cccs4)nn3)CC2)cc1F	i	0.17	64
NC(=O)c1ccc(NC(=O)Cn2c3c(c(=O)n(C4CCCCC4)c2=O)CCC3)cc1	i	0.1	61
O=C(Nc1cccc2cccnc12)c1cccc(N2C(=O)CCC2=O)c1	i	0.088	43
Cc1ccc(OCCCC(=O)NC(C)c2ccccc2)c(C)c1 (stereo not drawn)	i	0.061	85
COc1ccc(NC(=O)Cc2csc(Nc3ccc(F)cc3)n2)cc1OC	i	0.14	50
COc1cc(NC(=O)CSc2nccn(-c3ccc(Cl)cc3)c2=O)cc(OC)c1	i	0.11	55
O=C(CC1CCCC1)NCCn1ncc2c(N3CCCC3)ncnc21	i	0.066	71

Next section, starting with the last 7 of the part before.
SMILES	AMPAR-TARP mod	AMPAR-TARP mod agonism max-min	AMPAR-TARP mod glutamate slope
Cc1ccc(NC(=O)C2CCN(c3ccc(-c4cccs4)nn3)CC2)cc1F	i	0.17	64
NC(=O)c1ccc(NC(=O)Cn2c3c(c(=O)n(C4CCCCC4)c2=O)CCC3)cc1	i	0.1	61
O=C(Nc1cccc2cccnc12)c1cccc(N2C(=O)CCC2=O)c1	i	0.088	43
Cc1ccc(OCCCC(=O)NC(C)c2ccccc2)c(C)c1 (stereo not drawn)	i	0.061	85
COc1ccc(NC(=O)Cc2csc(Nc3ccc(F)cc3)n2)cc1OC	i	0.14	50
COc1cc(NC(=O)CSc2nccn(-c3ccc(Cl)cc3)c2=O)cc(OC)c1	i	0.11	55
O=C(CC1CCCC1)NCCn1ncc2c(N3CCCC3)ncnc21	i	0.066	71
CSc1ccccc1NC(=O)Cc1c(C)nn(C2CCS(=O)(=O)C2)c1C (stereo not drawn)	i	0.13	46
CNC(=O)CSc1nc(-c2ccccc2)c(NC(=O)COc2cccc(C(F)(F)F)c2)s1	i	0.072	61
Cc1cc(F)ccc1S(=O)(=O)Nc1ccc2c(c1)N(C(=O)C(C)(C)C)CC2	i	0.062	76
CN1CCN(n2c3c(c(SCc4cccc([N+](=O)[O-])c4)nc2=O)CCC3)CC1	i	0.16	50
CN(C)S(=O)(=O)c1ccc(C(=O)NCC2CCN(C(=O)COc3ccccc3)CC2)cc1	i	0.094	67
Cc1cc(C)c(S(=O)(=O)Nc2ccc3c(c2)CCCN3S(=O)(=O)c2ccccc2)c(C)c1	i	0.13	56
CC(O)CNC(=O)C(=O)NC(C)(C)C (stereo not drawn)	i	0.084	49
O=C(NCC1CCN(S(=O)(=O)C2CC2)CC1)c1ccccn1	i	0.051	33
COc1ccc(-c2nnc(-c3ccncc3)o2)cc1OC	+	0.19*	43*
COc1ccc(NS(=O)(=O)c2ccc(C)cc2C)cc1N1CCCC1=O	i	0.084	36
Clc1cccc(CN2CCC(c3nnc(C4CC4)o3)CC2)c1	i	0.067	62
CSc1ccccc1CN1CCC(CNC(=O)c2ccc(S(=O)(=O)N(C)C)cc2)CC1	i	0.062	56
CC(C)Cn1c(=O)c2ccc(C(=O)NC(C)C)cc2n2c(SCC(=O)NC(C)C)nnc12	i	0.083	45
COC(=O)Cn1c(=O)c2c(nc(-n3nc(C)cc3C)n2CCc2ccccc2)n(C)c1=O	i	0.026	66
O=C(NCCOc1ccc(F)cc1)C1CC1	i	0.096	60
CSc1nn(CC(=O)Nc2ccc(C)c(Cl)c2)c(N)c1-c1nc(-c2ccc3c(c2)OCO3)no1	i	0.11	53
Cc1cc(=O)n(CC(=O)NCc2csc(-c3ccccc3)n2)cn1	i	0.11	60
Cc1ccc(-n2ncc3c(=O)n(CC(=O)N4CCCCCC4)cnc32)cc1C	i	0.045	53
Cc1cc(C)cc(-n2c(SCC#N)nc3cc(C(=O)NC4CCCC4)ccc3c2=O)c1	i	0.13	72
CCOc1ccc(N2CC(C)Cn3c2nc2c3c(=O)n(CC)c(=O)n2C)cc1 (stereo not drawn)	i	0.075	34
CS(=O)(=O)N1CCN(C(=O)c2cc(Cl)ccn2)CC1	i	0.089	57
Cn1nnc2c(N3CCN(C(=O)OCc4ccccc4)CC3)ncnc21	i	0.049	34
CCc1nnc(NC(=O)c2nnn(-c3ccc(Cl)cc3)c2C)s1	i	0.072&0.056	41&96
Cc1cc(C(=O)Nc2cccc3c2C(=O)NC3=O)on1	+	0.19*	43*
Cn1cc(C(=O)NCC#CCN2CCc3ccccc3C2)nn1	i	0.065	51

Of the compounds above, these have a tert-butyl group.
SMILES	AMPAR-TARP mod	AMPAR-TARP mod agonism max-min	AMPAR-TARP mod glutamate slope
Cc1cc(F)ccc1S(=O)(=O)Nc1ccc2c(c1)N(C(=O)C(C)(C)C)CC2	i	0.062	76
CC(O)CNC(=O)C(=O)NC(C)(C)C (stereo not drawn)	i	0.084	49

Next part.
SMILES	AMPAR-TARP mod	AMPAR-TARP mod agonism max-min	AMPAR-TARP mod glutamate slope
O=C(Nc1ccc(F)c(F)c1)c1ccc(=O)n(Cc2cccc(C(F)(F)F)c2)c1	i	0.12	35
Cc1cccc(N2CCN(S(=O)(=O)CCCNC(=O)COc3ccccc3F)CC2)c1	i	0.064	50
CC(C)C(=O)Nc1cc(C(=O)N2CCOCC2)cn(C)c1=O	i	0.064	52
COc1cccc(OCC(O)CN(c2c(C)cc(C)cc2C)S(C)(=O)=O)c1 (stereo not drawn)	i	0.15	58
CSc1cccc(NC(=O)NCCNc2nc(C)cc(N(C)C)n2)c1	i	0.15	51
COc1cc(NC(=O)CSc2nc3c(c(=O)[nH]2)CN(Cc2ccccc2)CC3)cc(OC)c1	i	0.094	60
Cc1ccc(-c2ncc(C(=O)N3CC=C(c4ccccc4)CC3)c(-c3ccncc3)n2)cc1	i	0.083	61
CC(=O)Nc1cccc(NC(=O)C(=O)NC2CCCCCC2)c1	i	0.11	61
CCOC(=O)C1=C(CS(=O)(=O)c2ccc(F)cc2)NC(=O)NC1c1ccc(OC)c(OC)c1 (stereo not drawn)	i	0.093	57
O=C1c2ccccc2C(=O)N1CCCCN1CCN(C2CCCCC2)CC1	i	0.12	36
COc1cccc(-c2nc(COC(=O)c3nnn(-c4ccc(C)cc4)c3C)c(C)o2)c1OC	i	0.06	72
Cc1[nH]c(=O)[nH]c(=O)c1CC(=O)Nc1onc2c1CCCC2	i	0.13	60
CCOC(=O)CN1CCN(c2nc3c(c(=O)[nH]c(=O)n3C)n2CCCc2ccccc2)CC1	i	0.092	44
COc1ccccc1NC(=O)C(=O)NCC1CCN(Cc2ccco2)CC1	i	0.067	59
Cc1nnsc1C(=O)N1CCC(CNC(=O)c2nc3ccccc3s2)CC1	i	0.03	44
O=C(N1CCNCC1)N1CCOCC1	i	0.13	66
Cc1ccc(NC(=O)COc2ccccc2)cc1N1CCCCC1=O	i	0.098	47
O=C(NCCn1ncc2c(N3CCN(Cc4ccccc4)CC3)ncnc21)c1ccc2c(c1)OCO2	i	0.063	51
Cc1cc(Nc2cccc(C(C)O)c2)nc(-n2cc([N+](=O)[O-])cn2)n1 (stereo not drawn)	i	0.15	61
COc1cc(NC(=O)Nc2ccccc2C(F)(F)F)c2ncccc2c1	i	0.11	49
O=C(Nc1ccc([N+](=O)[O-])cc1Br)c1ccncc1	+	0.22*	39*
O=C(CC(NCc1ccco1)C(=O)O)Nc1cccnc1 (stereo not drawn)	i	0.077	82
O=C(NCc1ccc(F)cc1)C(=O)N1CCN(C(c2ccccc2)c2ccccc2)CC1	i	0.072	58
COc1cc(N2CCN(S(=O)(=O)c3ccc(Cl)c(Cl)c3)CC2)nc(OC)n1	i	0.12	53
Cn1nnc2c(=O)n(CC(=O)N3CCC(Cc4ccccc4)CC3)cnc21	i	0.076	57
CC(C)n1nccc1-c1nnc(NC(=O)C2CCCCC2)o1	i	0.052	40

2 records drawn at random from those above, as already listed:
SMILES	AMPAR-TARP mod	AMPAR-TARP mod agonism max-min	AMPAR-TARP mod glutamate slope
Cc1cc(C)cc(-n2c(SCC#N)nc3cc(C(=O)NC4CCCC4)ccc3c2=O)c1	i	0.13	72
COc1ccc(CC(=O)Nc2nc(-c3cccs3)cs2)cc1	i	0.11	55

An excerpt; count on the stated rates, not on these rows.
